Peg3 promoter = reduces Peg3 promoter-driven luciferase expression in HeLa | AID 588405 | hit rate 1.7% among 360,000 | HeLa PEG-Prom luciferase reporter, luminescence, overnight | inhibition, % at 20 µM;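 active = inhibition of at least 50% at 20 µM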
HIF-2a block = inhibitors of HIF-2a | 786-0 RCC cells HIF-2a reporter, luciferase luminescence, overnight | inhibition, % at 18.8 µM | hit rate 0.72% among 360,000 | AID 624352;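 active = inhibition of the luminescence signal of 40% or more relative to plate controls, in a single-dose primary screen at 18.75 µM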
NR2E3 ag-1 = agonists of human NR2E3 nuclear receptor. CHO-S Gal4-NCOR/VP16-NR2E3 two-hybrid, luciferase. inhibition of corepressor binding, % at 3.98 µM. hit rate 0.35% among 360,000. AID 602229;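 active = inhibition above the mean of all tested compounds plus 3 SD, cut at about 70% in these data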;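 also: 0% = DMSO with NR2E3 transfected cells and 100% = cells lacking NR2E3 construct; higher means lower luciferase signal from less NR2E3 corepressor binding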
Target sequence (Q9Y5X4 whole entry, looked up, the tested form may be a part): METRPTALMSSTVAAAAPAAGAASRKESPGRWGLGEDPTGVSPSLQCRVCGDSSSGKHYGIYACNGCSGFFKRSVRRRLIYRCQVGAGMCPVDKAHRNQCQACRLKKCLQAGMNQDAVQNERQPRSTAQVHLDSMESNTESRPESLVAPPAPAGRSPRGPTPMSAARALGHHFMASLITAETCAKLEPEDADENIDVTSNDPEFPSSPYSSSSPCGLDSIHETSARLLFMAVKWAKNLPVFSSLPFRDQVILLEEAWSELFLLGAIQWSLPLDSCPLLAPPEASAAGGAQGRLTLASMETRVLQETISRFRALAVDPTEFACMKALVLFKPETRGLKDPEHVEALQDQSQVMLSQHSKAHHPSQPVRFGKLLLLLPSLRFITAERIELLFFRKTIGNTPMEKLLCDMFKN
KKLEB cytotox = reduces viability of KKLEB cystic fibrosis airway cells; KKLEB CF airway cells viability, ATPlite luminescence, overnight; stronger effect = lower value; cells stimulated with P. aeruginosa culture filtrate; activity change (cytotoxicity), % at 5 µM; hit rate 0.36% among 360,000;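 active = corrected activity change at or below -50% at 5 µM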
Shn3 3UTR inh = Schnurri-3 reporter inhibition in Clone20 osteoblasts | inhibition, % at 12.5 µM | hit rate 0.52% among 360,000 | Clone20 osteoblast Shn3 3'UTR firefly luciferase, 24 h | AID 588674;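 active = mean inhibition of at least 75% with every replicate also reaching 75%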;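 also: 0% = median of neutral control wells and 100% = pilot-screen positive control compound; some compounds past the cut are filed as inactive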
NR2E3 ag-2 = agonists of human nuclear receptor NR2E3; hit rate 0.12% among 320,000; inhibition of corepressor binding, % at 4.78 µM; Q9Y5X4; AID 2300; GST-NR2E3/biotin-RetCOR TR-FRET, 1536-well;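 active = percent inhibition above the cutoff of mean plus 3 SD of all tested compounds, set per screening campaign, cut at about 20% in these data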;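 also: 0% = DMSO wells and 100% = biotin wells as full block of FRET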
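system = GST-tagged NR2E3 plus biotinylated RetCOR corepressor | input = 1.35 nM GST-NR2E3 | also added = 7 nM biotin-RetCOR | schedule = 5 h incubation at 4 °C | measured by = TR-FRET with europium anti-GST and streptavidin-D2, 340 nm excitation | read-out = percent loss of FRET ratio relative to control wells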
iPSC survival up = hiPSC single-cell survival enhancement | ATPlite luminescence; 100% = ROCK inhibitor wells, 0% = DMSO | hit rate 0.044% among 360,000 | survival enhancement, % at 20 µM; in the data active = survival enhancement above about 18%;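 also: cells exposed to compounds for 16 hours before the ATP read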
EBV LMP1 NFkB = Epstein-Barr LMP1 NF-kappaB reporter inhibition. LMP1-induced NF-kappaB luciferase reporter cells, luminescence. AID 504558. inhibition, % at 12.5 µM. hit rate 0.69% among 350,000; in the data active = inhibition above about 41%;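 also: 0% = neutral control wells and 100% = reference inhibitor control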
CF NFkB block = blocks PAF-induced NF-kB reporter in cystic fibrosis cells; KKLEB NF-kB-GFP reporter, GFP fluorescence overnight; inhibition, % at 5 µM; hit rate 0.86% among 360,000;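 active = at least 50% inhibition at 5 µM, scaled per plate between neutral and stimulator controls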;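 also: PAF is a Pseudomonas aeruginosa culture filtrate used as stimulus; plate controls were PAF-stimulated DMSO wells for no effect and unstimulated DMSO wells for full effect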
C8 TRAIL sens = sensitizes caspase-8 expressing cells to TRAIL | NB7+C8 cells + TRAIL, ATPlite viability luminescence | hit rate 1% among 360,000 | inhibition (viability loss, TRAIL sensitization), % at 10 µM;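 active = compounds causing at least 50% loss of cell viability in the single-dose screen, relative to plate controls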
TRPM1 prom inh = reduces MITF-dependent TRPM1 promoter luciferase signal. SK-MEL-5 TRPM1 promoter luciferase, 24 h. inhibition, % at 12.5 µM. hit rate 0.83% among 330,000. AID 488899;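 active = mean inhibition across replicates of 60% or more, whatever share of single replicates reaches that level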; also: values of inactives mirror those of a sister screen read the other way
* = called active by the depositor; nt = no result given.

Compound	EBV LMP1 NFkB	NR2E3 ag-1	Shn3 3UTR inh	Peg3 promoter	NR2E3 ag-2	KKLEB cytotox	CF NFkB block	iPSC survival up	TRPM1 prom inh	C8 TRAIL sens	HIF-2a block
Cc1occc1C(=O)N(C)Cc1nc(-c2ccc(Cl)cc2)no1	1.8	-5.3	3.4	-62.9	2.7	10.4	-9.5	0.0	-14.2	10.5	-76.5
O=C(COC(=O)Cc1ccccc1[N+](=O)[O-])NCC1CCCCC1	-6.4	-5.7	9.5	18.1	-3.5	-9.8	8.3	0.9	-2.1	4.7	18.4
O=C(COC(=O)c1ccc(Br)o1)NCCc1ccccc1	-0.6	-9.1	18.3	-4.5	1.2	-3.2	16.3	-0.4	-10.8	-7.9	13.4
O=C(CCNC(=O)c1ccc(Br)cc1)NNC(=O)C1COc2ccccc2O1 (centres undefined)	1.5	4.1	10.5	-5.1	-1.2	-10.5	8.8	-0.5	1.7	0.4	7.5
Nc1cc(Cl)ccc1C(=O)OCC(=O)NC1CCCCC1	0.3	-17.5	14.0	-52.7	16.1	14.9	-6.6	0.2	0.7	-24.4	-27.6
N#Cc1ccc(C(=O)Nc2ccc(N3CCN(C(=O)c4ccco4)CC3)cc2)c(F)c1	0.3	9.2	-12.2	-2.4	5.5	3.2	-0.5	-3.4	4.9	0.4	-10.0
C=CCSc1nnc2nc3[nH]c4c(C)cccc4c3nn12	-23.0	-35.9	-20.0	-135.5	-0.6	-5.8	-0.5	7.7	-47.5	3.4	-179.2
Cc1sc2ncn(CC(=O)NCCCN3CCC(C)CC3)c(=O)c2c1S(=O)(=O)N1CCC(C)CC1	-2.5	1.9	5.0	4.1	1.4	-5.5	6.9	-0.1	-0.5	-15.1	11.6
CC(=O)c1ccc2c(c1)N(Cc1ccccc1)C(=O)C(C)S2 (centres undefined)	nt	-71.2	-14.1	-3.3	nt	-7.6	5.3	-2.1	nt	1.8	-1.2
O=C1NC(=Nc2ccc(Cl)cc2)/C(=C/c2ccco2)S1	9.9	-6.8	-24.7	62.9*	1.1	-18.3	16.7	-1.4	0.1	8.6	-15.6
CCOC(=O)C1CCN(C(=O)CN2C(=O)C(CC)Oc3ccccc32)CC1 (centres undefined)	1.3	-21.3	1.7	-4.4	-0.4	1.1	-9.2	3.1	1.9	-6.7	2.5
COc1ccc(CNC2CC(=O)N(C)C2=O)cc1 (centres undefined)	-0.1	-9.4	-3.0	5.9	-0.2	8.1	0.4	4.4	4.4	9.2	12.5
O=C(Nc1nc2c(F)cc(F)cc2s1)C1CC(=O)N(Cc2ccco2)C1 (centres undefined)	-3.9	-14.6	-16.7	-22.6	1.8	10.4	-1.1	-0.6	-2.4	-16.1	-23.6
COc1ccc(-c2coc3c(C(=O)Nc4cccc(NS(C)(=O)=O)c4)cccc23)c(C)c1	nt	-153.8	11.2	6.3	nt	9.5	-9.4	-2.6	nt	-6.0	0.1
O=C(Nc1ccc(F)c(Cl)c1)[C@@H]1O[C@H](CO)[C@H](O)[C@H](O)[C@H]1O	nt	-4.0	-2.1	-0.3	nt	1.5	-3.8	-1.3	nt	-5.9	4.2
COc1ccc(C)cc1NC(=O)C(OC(=O)c1cc(C)oc1C)c1ccccc1 (centres undefined)	-3.5	-18.8	-9.3	11.8	-1.8	-12.6	3.8	-2.8	11.7	-19.7	13.8
Cn1c(CN2CCOCC2)nnc1SCC(=O)Nc1nccs1	17.1	-16.1	-35.1	25.7	-0.7	1.0	-17.3	-2.3	2.9	-5.4	6.2
CC(C)(C)C(=O)NC1(C(F)(F)F)N=C2SCCN2C1=O (centres undefined)	7.1	-1.6	2.4	19.7	1.4	1.5	-6.8	1.7	-4.9	-9.8	13.3
CC1CCCCC12NC(=O)N(CC(=O)NC(=O)Nc1ccc3c(c1)OCCO3)C2=O (centres undefined)	-44.1	-117.1	-17.8	-295.4	-0.8	4.4	-6.1	0.3	-50.4	15.6	-245.2
COc1cc(S(=O)(=O)N2CCCCC2)c(OC)cc1Br	-3.0	1.3	-4.4	17.4	-0.1	-7.5	7.9	3.9	0.1	-5.5	12.3
O=C(COc1ccc(Cl)cc1Cl)Nc1ccc(S(=O)(=O)NC2=NCCCCC2)cc1	-0.7	-4.2	-11.3	14.7	2.9	-1.4	0.4	-0.3	1.3	-11.5	16.4
COc1ccc(CN(C)C(=O)Cn2cnc(C(=O)Nc3ccc(C)c(C)c3)n2)cc1OC	6.0	-12.4	-4.5	-3.7	nt	-1.3	-3.7	0.4	-11.9	12.6	-51.5
Brc1ccccc1-n1nnc(-c2nccs2)n1	-23.3	-95.4	-126.0	-336.8	1.3	-8.3	9.4	0.5	-82.4	10.9	-252.5
Fc1ccc(CN2CCCCCC2)c(F)c1	-1.2	-5.0	5.8	12.8	-1.0	-9.1	11.4	13.2	0.3	1.7	5.5
O=C(N/N=C/c1ccc([N+](=O)[O-])s1)c1cccc(Br)c1	32.5	5.6	29.4	39.6	-0.1	-1.4	-4.6	-2.4	82.3*	31.9	12.0

(more compounds)
Compound	EBV LMP1 NFkB	NR2E3 ag-1	Shn3 3UTR inh	Peg3 promoter	NR2E3 ag-2	KKLEB cytotox	CF NFkB block	iPSC survival up	TRPM1 prom inh	C8 TRAIL sens	HIF-2a block
O=S(=O)(CC(c1ccccc1)N1CCCCC1)c1ccc(Cl)cc1 (centres undefined)	-12.4	-47.1	-0.4	7.6	1.7	7.3	5.9	-0.1	-21.2	-17.6	-2.0
Nc1nnc(CSCc2ccc(Cl)cc2)s1	0.8	-18.7	-7.2	3.0	-1.4	10.8	-40.4	2.3	-10.8	-8.0	-23.2
c1ccc2nc(N3CCOCC3)c(N3CCOCC3)nc2c1	-9.1	-21.1	3.9	5.6	0.2	14.3	0.2	-1.5	-1.6	-3.3	24.5
O=C(NC(=S)Nc1ccc2c(c1)OCCO2)c1ccco1	-4.0	-169.9	-89.7	-223.4	4.0	-5.5	2.8	-0.3	-82.4	44.0	-199.5
COc1ccc(OCc2nnc(SCC(=O)NC3CC3)n2C)cc1	-0.8	-2.9	12.0	2.6	4.5	-8.0	24.6	-0.4	-4.1	-13.5	9.9
COc1ccc(N2C(=O)/C(=C\c3ccco3)N=C2SCC(=O)N(C(C)C)C(C)C)cc1Cl	21.2	6.2	3.7	9.7	0.8	9.8	-8.4	0.8	21.8	-3.5	12.7
CC(=O)c1ccc(-c2cnc3c(NC=O)cc(-c4cnn(C)c4)cn23)cc1	nt	26.0	4.2	10.4	nt	-11.7	-8.2	-1.7	nt	11.8	-21.3
CC(=O)c1ccc(NC(=O)CN2C(=O)COc3ccc(S(=O)(=O)N4CCCC4)cc32)cc1	-6.9	-35.7	19.3	-9.5	-0.2	3.8	-2.2	0.0	3.8	1.4	7.5
Cc1ccc(C(=O)NC2CCCC(C)C2C)cc1S(=O)(=O)N1CCCCC1 (centres undefined)	2.0	-29.9	21.5	-62.4	-1.4	1.1	7.4	1.2	-14.5	-1.8	-99.6
COc1cc2cnc(Cl)nc2cc1OC	-5.0	-16.0	15.1	4.9	2.9	-3.6	3.4	0.0	3.6	-0.8	18.6
OC1CCN(C(=S)NCCc2ccccc2)CC1	-0.3	-7.7	-16.2	-19.6	0.2	-2.9	-1.6	5.1	-12.9	-0.6	-44.2
Cc1cn([C@H]2C[C@H](O)[C@@H](CNC(=O)c3ccccn3)O2)c(=O)[nH]c1=O	18.2	0.9	-11.1	0.2	nt	8.7	-1.8	6.8	nt	4.2	5.9
Cc1nccn1CCN(C)Cc1cn(Cc2ccccc2)nc1-c1ccc2c(c1)OCO2	0.5	-12.4	5.8	-8.7	5.9	-1.1	2.4	-3.3	-9.2	-1.6	11.7
COc1cccc(Nc2nnc(SCC(=O)N3CC(C)OC(C)C3)s2)c1 (centres undefined)	8.5	-7.3	-9.7	-9.2	4.6	-0.4	4.8	-2.0	0.7	-21.3	-9.6
CCc1cc(=O)[nH]c(SCC(=O)NCC2CCCO2)n1 (centres undefined)	2.5	-15.3	4.9	12.0	0.1	2.0	-4.2	0.8	-11.4	3.6	5.7
O=c1[nH]c2ccc(Cl)cc2c(-c2ccccc2)c1SC(=S)N1CCCCC1	3.4	-21.0	-4.9	26.9	2.1	-9.2	18.9	-0.3	-8.9	-4.8	29.5
CC(C(=O)c1ccc(-c2ccccc2)cc1)[n+]1cccc(C(N)=O)c1 (centres undefined)	7.5	3.9	0.6	-13.0	2.4	-1.6	3.0	-0.2	8.6	-10.1	-5.6
CNC(=O)COc1ncnc2scc(-c3ccc(F)cc3)c12	-4.9	-4.0	-11.1	6.2	-2.8	-4.5	12.1	-0.6	6.1	0.4	7.1
N#Cc1ccc(CSc2nnc(NC(=O)CCc3nc4ccccc4c(=O)[nH]3)s2)cc1	-0.3	15.0	1.7	8.9	-0.6	-22.0	7.1	1.1	-0.3	-2.7	2.2
CCOC(=O)CSc1nnc2n(C3CCCCC3)c(=O)c3c4c(sc3n12)CCCC4	-0.1	2.9	20.0	14.6	-0.6	-0.1	0.3	0.6	-22.2	6.3	21.7
CCOC(=O)C(NC(=O)CC)(Nc1ccc(S(=O)(=O)Nc2cc(C)on2)cc1)C(F)(F)F (centres undefined)	6.2	-5.0	-5.9	4.9	3.6	8.6	-2.5	-2.7	4.4	-7.1	12.5
Cc1ccc(C(=O)N/N=C\c2cc3c(cc2Br)OCO3)s1	0.1	-15.9	-15.7	-17.1	-0.9	3.2	-40.1	-1.3	-6.7	-5.7	-30.5
CCCNC(=O)COC(=O)/C=C/c1ccc(C)o1	-2.9	-22.1	2.9	5.6	3.7	0.0	-3.4	-0.6	3.4	6.8	9.5
O=C(COc1cccc2ccccc12)NNC(=O)c1cccs1	6.5	-35.5	-3.3	-9.5	-1.2	-4.1	1.5	0.0	18.0	-9.6	5.7
COc1ccc2cc(C(=O)C3CCCN(Cc4cccc(C)n4)C3)ccc2c1 (centres undefined)	10.5	13.6	20.2	8.2	0.3	-7.5	8.6	-0.3	6.5	-7.3	-5.2
CCCOC(=O)C(C)n1cnc2scc(-c3ccc(C)cc3)c2c1=O (centres undefined)	8.5	2.1	12.7	15.7	-0.1	1.2	-20.3	0.3	3.1	-1.9	23.7
CN(C(=O)C(=O)c1cn(CC(=O)N2CCCC2)c2ccccc12)C1CCCCC1	-11.8	15.0	-5.9	19.1	-3.0	7.9	1.4	-0.3	9.3	-9.3	10.6

In a second layout: 2 of the compounds above.
Order of results: EBV LMP1 NFkB | NR2E3 ag-1 | Shn3 3UTR inh | Peg3 promoter | NR2E3 ag-2 | KKLEB cytotox | CF NFkB block | iPSC survival up | TRPM1 prom inh | C8 TRAIL sens | HIF-2a block
- Cc1ccc(C(=O)N/N=C\c2cc3c(cc2Br)OCO3)s1
→ 0.1 | -15.9 | -15.7 | -17.1 | -0.9 | 3.2 | -40.1 | -1.3 | -6.7 | -5.7 | -30.5
- COc1ccc2cc(C(=O)C3CCCN(Cc4cccc(C)n4)C3)ccc2c1 (centres undefined)
→ 10.5 | 13.6 | 20.2 | 8.2 | 0.3 | -7.5 | 8.6 | -0.3 | 6.5 | -7.3 | -5.2

This is a subset (hit frequency here may not be typical).
